TDP1 block – inhibitors of human tyrosyl-DNA phosphodiesterase TDP1; 350,000 tested, 0.28% active; Q9NUW8; Potency, µM (highest dose often 130 µM), inactives show top-dose activity change, negative = inhibition, hits mostly inhibitors; AID 485290; recombinant TDP1, AlphaScreen DNA substrate cleavage; further: nearly all actives have a fitted effect of over 40% in size
Target sequence (Q9NUW8 whole entry, looked up): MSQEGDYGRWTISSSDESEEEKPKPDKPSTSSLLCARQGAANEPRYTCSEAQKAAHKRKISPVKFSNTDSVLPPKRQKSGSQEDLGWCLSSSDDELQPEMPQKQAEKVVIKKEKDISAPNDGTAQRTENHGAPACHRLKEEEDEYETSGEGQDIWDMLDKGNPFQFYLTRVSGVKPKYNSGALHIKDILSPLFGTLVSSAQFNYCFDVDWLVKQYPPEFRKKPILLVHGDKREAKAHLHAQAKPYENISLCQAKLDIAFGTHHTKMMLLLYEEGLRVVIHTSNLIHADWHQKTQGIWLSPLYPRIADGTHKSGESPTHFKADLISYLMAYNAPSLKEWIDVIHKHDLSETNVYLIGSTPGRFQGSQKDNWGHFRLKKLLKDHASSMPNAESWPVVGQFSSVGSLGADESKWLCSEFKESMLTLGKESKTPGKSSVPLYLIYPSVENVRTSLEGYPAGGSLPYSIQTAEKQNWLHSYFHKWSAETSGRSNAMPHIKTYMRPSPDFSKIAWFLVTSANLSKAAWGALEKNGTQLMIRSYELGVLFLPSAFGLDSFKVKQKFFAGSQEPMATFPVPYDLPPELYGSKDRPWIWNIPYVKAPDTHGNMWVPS
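Steps: enzyme plus compound, 15 min RT; add biotin/phosphotyrosine-FITC oligonucleotide (15 nM final), react 5 min; add donor/acceptor beads (10 ug/ml final), 10 min; read AlphaScreen. Tdp1 at 1 nM final.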
FEN1 inh – inhibitors of human flap endonuclease 1; P39748; Recombinant FEN1 flap cleavage, fluorescence, 15 min; Potency, µM (highest dose often 114 µM), inactives show at the highest dose activity change, negative = inhibition, usual class: inhibitors; 390,000 tested, 0.35% active; AID 588795; further: nearly all actives have a fitted effect of over 65% in size
Target sequence (P39748 whole entry, looked up): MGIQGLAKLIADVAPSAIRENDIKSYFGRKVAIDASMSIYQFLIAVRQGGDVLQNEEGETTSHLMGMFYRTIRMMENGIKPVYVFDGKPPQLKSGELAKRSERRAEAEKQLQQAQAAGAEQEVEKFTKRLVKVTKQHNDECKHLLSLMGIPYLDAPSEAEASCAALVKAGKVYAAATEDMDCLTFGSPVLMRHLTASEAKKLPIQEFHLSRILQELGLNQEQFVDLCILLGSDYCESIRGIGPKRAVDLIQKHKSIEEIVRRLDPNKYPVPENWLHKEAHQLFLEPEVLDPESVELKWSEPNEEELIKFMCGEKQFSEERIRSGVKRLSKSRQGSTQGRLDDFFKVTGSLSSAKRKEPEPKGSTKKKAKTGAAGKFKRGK
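Nuclease activity of 10 nM FEN1 was measured after 15 min of room-temperature exposure to titrated compounds, by adding 50 nM flap substrate and reading plates at 0 and 15 min.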
N370S GC mod – inhibits or activates N370S mutant glucocerebrosidase; P04062; N370S GC spleen homogenate, 4MU-glucoside fluorescence; Potency, µM (top dose mostly 59.4 µM), inactives show top-dose activity change, negative = inhibition, hits mostly inhibitors; 330,000 tested, 0.092% active; AID 2101;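 further: 0% = full enzyme activity and -100% = no enzyme basal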
* = called active by the depositor; ? = inconclusive; / = no result given; & = joins results of further samples; [ ] = another dose, or the depositor's remark. The call rests on the fitted dose curve; in most records, active means well fitted curve in the direction sought with a large enough effect; inconclusive means small, poorly fitted or top-dose-only effect, or another doubt; inactive means no such curve, though single readings can be large; an effect the other way counts as inactive or inconclusive. Unless noted, on the % scale 0 is the no-effect control and ±100 the full control effect; potency means the concentration at half of the fitted maximal effect.

SMILES	TDP1 block	FEN1 inh	N370S GC mod
Cc1ccc(Cl)cc1N1CCN(C(=O)c2ccc3c(c2)CCN3S(C)(=O)=O)CC1	5%	/	1%
COC(=O)Cc1csc(NC(=O)CSc2nnc3ccccn23)n1	-3%	4%	-18%
Cc1cc(NC(=O)Cc2csc(-c3ccccc3)n2)ccc1Br	5%	-11%	18%
O=C(NCCc1nnc2ccc(NCCCN3CCOCC3)nn12)c1ccccc1	4%	4%	2%
N#Cc1ccc[n+](CC(=O)c2ccc(NC(=O)c3ccccc3)cc2)c1	3%	14%	-15%
CC(C)c1ccc(NC(=O)C(c2ccccc2)N(C)C(=O)c2cnccn2)cc1 (stereo not given)	0%	1%	8%
CCOc1ccc(CNC(=O)Cn2c(=O)c3cccn3c3ccccc32)cc1	-16%&3%	-10%&0%	3%
NC(N)=NCCCc1cn(CC(=O)N2CCNCC2)nn1	3%	-12%	-5%
Cc1ccc2[nH]c(=O)c(CN(CC3CCCO3)S(=O)(=O)c3c(C)ccc4nsnc34)cc2c1 (stereo not given)	-2%	4%	-9%
COc1cc(C(=O)NCc2cc(C)nc3ccccc23)cc(OC)c1OC	3%	3%	13%
CCOc1ccc(S(=O)(=O)N2CCC(C(=O)NCc3cccnc3)CC2)cc1	3%	4%	-3%
CC(=O)c1cccc(Nc2ccc(-c3ccccc3F)nn2)c1	9%	2%	10%
Cc1ccc(NC(=O)C(=O)Nc2ccc(C)cn2)nc1	3%	-1%	-5%
CC(C(=O)c1ccc(-c2ccccc2)cc1)[n+]1cccc(NC(=O)c2ccccc2)c1 (stereo not given)	10%	14%	?
Cc1ccccc1N1CCN(CCCN2C(=O)C3CCCCN3C2=O)CC1 (stereo not given)	3%	2%	-2%
COC(=O)[C@]1(C)N[C@H](CN(C)C(=O)c2ccc(F)cc2)[C@@H]2C(=O)N(Cc3ccccc3)C(=O)[C@@H]21	2%	-3%	/
CC/C(=N\OC(=O)c1ccc(OC(C)C)cc1)c1ccc(C)cc1	-4%	9%	3%
O=C(c1ccccc1)c1ccc(C(=O)N2CCN(c3ccccc3Cl)CC2)cc1	0%[56.1 µM]	-13%	/
CCOC(=O)c1c(C)c(-c2ccccc2)n(CC(=O)NCCC(C)C)c1C	0%	-14%	8%
Cc1cccc(NC(=O)CCc2c(C)nc3nc(CNC(=O)c4cccc(F)c4)nn3c2C)c1	3%	15%	/
Cc1nc2ncnn2c(C)c1CCC(=O)N1CCN(c2ccccn2)CC1	7%	-12%	0%
O=C(OCC(=O)N1CCCC1)c1cc(=O)c2ccccc2o1	1%	1%	/
COC(=O)c1ccc(OC)c(CSc2nnc(COc3ccc(OC)cc3)o2)c1	0%	-21%	14%
COc1cccc(CCC(=O)Nc2cccc(S(=O)(=O)N3CCCC3)c2)c1OC	1%	6%	/
Cn1ncc([N+](=O)[O-])c1C(=O)Nc1ccccc1Cl	3%	1%	-7%

Additional structures
SMILES	TDP1 block	FEN1 inh	N370S GC mod
CCOC(CCNC(=O)c1cc(-c2cccs2)nc2ccccc12)OCC	/	2%	?
Cc1ccc(-n2ncc3c(Nc4ccc(Oc5ccccc5)cc4)ncnc32)cc1	5%	-8%	/
COc1ccc(-c2csc(N3N=C(C)C(C)C3=O)n2)cc1 (stereo not given)	6%	0%	-2%
CCC(=O)Oc1ccc2c(c1)CCC1C2CC[C@]2(C)C(OC(=O)CC)CCC12 (stereo not given in full)	2%	/	13%
O=C(O)c1ccc(NS(=O)(=O)c2cc(C(=O)O)ccc2Br)cc1	6%	1%	4%
O=C(COC(=O)c1ccc(Cl)nc1)NC1CCCc2ccccc21 (stereo not given)	-7%	5%	/
O=c1[nH]cnc2scc(-c3ccc(-c4ccccc4)cc3)c12	-2%	-3%	-4%
COc1ccc(CCC(C)NCC(C)c2ccccc2)cc1 (stereo not given)	3%	11%	-2%
Cc1cc(NCc2ccccn2)nc2ccccc12	5%	4%	25%
Cc1c(NS(=O)(=O)c2ccc3c(c2)n(C)c(=O)n3C)c(=O)n(-c2ccccc2)n1C	2%	-5%	2%
Cc1cc(OC(=O)c2ccc(Cl)cc2Cl)c([N+](=O)[O-])c(=O)[nH]1	/	-10%	-5%
CC(=O)Nc1cccc(NC(=O)CCn2c(=O)sc3ccccc32)c1	9%	3%	-1%
O=C(O)c1ccccc1C(=O)NCc1ccc2c(c1)OCO2	1%	19%	-8%
COc1cc(NC(=O)CSc2ccccc2)c(C(=O)O)cc1OC	-1%	-1%	2%
CS(=O)(=O)Nc1cccc(-c2nc(N3CCNCC3)c3ccccc3n2)c1	7%[56.1 µM]	/	4%
O=C(c1ccncc1)N1C2C=CC(C2)C1(C(F)(F)F)C(F)(F)F (stereo not given)	3%	/	12%
COc1cc(OC)cc(-c2cc3nc(C4CCN(C(=O)OC(C)(C)C)CC4)cc(=O)n3[nH]2)c1	5%	7%	5%
Cc1ccccc1NC(=S)NC(=O)COc1ccccc1C	-10%	-15%	4%
CN1CCN(C(=O)c2ccccc2NC(=O)c2ccccc2Br)CC1	0%	3%	-13%
CCOC(=O)Cn1cnc2c(nnn2-c2ccc(C)cc2)c1=O	3%	-7%	-2%
CC(C)Oc1ccc(C(=O)N2CC(=O)Nc3ccc(F)cc3C2c2ccc(F)cc2)cc1 (stereo not given)	9%	-16%	/
Cc1ccc2nc(-c3sc4nc(C)ccc4c3N)[nH]c2c1	5%[56.1 µM]	?	6%
CCn1nc(C(=O)OCC(=O)Nc2ncc(Cl)c(C)c2Cl)c2ccccc2c1=O	-4%	-7%	3%
CN1CCC(=NNC(=O)C(=O)NC2CCCCC2)CC1	5%	-4%	6%
Cc1cc(Cl)c(OCCCn2ccnc2)c(Br)c1	2%	4%	-15%

Carrying on.
SMILES	TDP1 block	FEN1 inh	N370S GC mod
Nc1ccccc1O	0%&10%	-1%	-14%
Cc1cc(C)cc(NC(=O)CCS(=O)(=O)c2ccc3c(c2)oc(=O)n3C)c1	-1%	-7%	/
COc1ccc(C(=O)c2sc(Nc3ccccc3)nc2C)cc1	/	-9%	1%
O=C(CN1C(=O)NC2(CCCCCCC2)C1=O)NCc1ccccc1Cl	-2%[56.1 µM]	11%	/
COc1ccc(OC)c(NC(=O)NCCc2c[nH]c3ccccc23)c1	/	-5%	-3%
CCSc1ccccc1C(=O)N1CCN(c2nc3ccccc3s2)CC1	3%	1%	/
NC(=O)C1CCN(S(=O)(=O)c2cc3c(cc2Cl)NC(=O)CO3)CC1	3%	1%	/
FC(F)(F)c1cc(-c2ccccc2)nc2ncnn12	7%	-9%	-6%
CCN(CC)CCNC(=O)c1ccc(NC(=O)c2ccc(COc3ccccc3)cc2)cc1	5%	-3%	-2%
COc1ccc(N2CCN(Cc3nc4sc(C)c(C)c4c(=O)[nH]3)CC2)cc1	3%	6%	-4%
Cc1cc(F)ccc1NC(=O)c1cnccn1	11%	-1%	7%
Cc1ccc(-n2nc3c(=O)n(CC(=O)NCc4ccccc4Cl)nc(C)c3c2C)cc1	-9%	1%	-1%
O=C(Nc1ccc2ccccc2n1)Nc1ccccc1F	/	20%	4%
Cc1ccc(S(=O)(=O)NCCc2nnc3ccc(SCC(=O)Nc4nc(C)cs4)nn23)cc1	-3%	1%	10%
Brc1ccc(NC(c2ccccc2)c2ccncc2)cc1 (stereo not given)	/	-5%	-15%
CC[C@]1(C(=O)OC)[C@H]2C(=O)N(C)C(=O)[C@H]2[C@H]2CN=C(SCC3CC3)N21	-1%[56.1 µM]	-8%	/
CC[C@H](C)[C@H](NC(=O)[C@H](Cc1ccc(O)cc1)NC(=O)[C@@H]1CCCN1C(=O)[C@@H](NC(=O)[C@@H](N)CCCCN)[C@@H](C)CC)C(=O)N[C@@H](CC(C)C)C(=O)O	11%	/	4%
Cc1ccc(CNC(=O)C(CC(C)C)N2Cc3ccccc3C2=O)cc1 (stereo not given)	-1%	-10%	/
Cc1cccc(/C=C2/Sc3ccc(C(=O)NCCN4CCCC4)cc3NC2=O)c1	10%	?	-29%
CC(C)(C)NC(=O)NC(=O)CN1CCN(S(=O)(=O)c2ccc3c(c2)CCCC3)CC1	0%	-4%	4%
O=C(NCCC1=CCCCC1)C1CCN(S(=O)(=O)c2ccc(-n3cnnn3)cc2)CC1	3%	-6%	-27%
CC(=O)c1ccc(NC(=O)c2ccc(CNc3c(N4CCOCC4)c(=O)c3=O)cc2)cc1	-5%	1%	-10%
Cc1ccc(O)c(NC(=O)C2CC(c3c(F)cccc3Cl)=NO2)c1 (stereo not given)	4%	-3%	9%
CC(=O)N1c2ccc(S(=O)(=O)N3CCC(C(=O)Nc4cccc(C(F)(F)F)c4)CC3)cc2CC1C (stereo not given)	4%	-4%	-10%
CCOC(=O)C1CCCN(S(=O)(=O)c2ccc3c(c2)C(C)(C)C(=O)N3C)C1 (stereo not given)	/	-12%	1%
CCN1C(=O)[C@@H]2[C@@H](c3ccc(-c4ccc(F)cc4)c(OC)c3)N3CCCC[C@@]3(C(=O)OC)[C@@H]2C1=O	1%	-21%	1%
COc1ccc(-c2cn(/N=C/c3ccc(Cl)cc3Cl)c(N)n2)cc1	9%	-9%	-11%
Cc1cc(C)c(-c2n[nH]c3c2C(c2ccccc2F)N(Cc2ccco2)C3=O)c(O)c1 (stereo not given)	9%	-12%	/
Cc1noc(C)c1C(=O)OCC(=O)Nc1cc(Cl)ccc1Oc1ccccc1	-4%	-21%	?
CCCCN(CC)Cc1ccc(CNC(=O)Nc2ccc(F)cc2)o1	4%	0%	-20%

A draw from above in order of molar mass, largest number first:
SMILES	TDP1 block	FEN1 inh	N370S GC mod
COC(=O)c1ccc(OC)c(CSc2nnc(COc3ccc(OC)cc3)o2)c1	0%	-21%	14%
Cc1ccc(-n2ncc3c(Nc4ccc(Oc5ccccc5)cc4)ncnc32)cc1	5%	-8%	/
O=C(COC(=O)c1ccc(Cl)nc1)NC1CCCc2ccccc21 (stereo not given)	-7%	5%	/

A draw from above in order of count of non-hydrogen atoms, ascending.
SMILES	TDP1 block	FEN1 inh	N370S GC mod
Nc1ccccc1O	0%&10%	-1%	-14%
Cc1cc(F)ccc1NC(=O)c1cnccn1	11%	-1%	7%
FC(F)(F)c1cc(-c2ccccc2)nc2ncnn12	7%	-9%	-6%
O=C(Nc1ccc2ccccc2n1)Nc1ccccc1F	/	20%	4%
COc1ccc(C(=O)c2sc(Nc3ccccc3)nc2C)cc1	/	-9%	1%
NC(=O)C1CCN(S(=O)(=O)c2cc3c(cc2Cl)NC(=O)CO3)CC1	3%	1%	/
CC[C@]1(C(=O)OC)[C@H]2C(=O)N(C)C(=O)[C@H]2[C@H]2CN=C(SCC3CC3)N21	-1%[56.1 µM]	-8%	/
CCSc1ccccc1C(=O)N1CCN(c2nc3ccccc3s2)CC1	3%	1%	/
CCOC(=O)C1CCCN(S(=O)(=O)c2ccc3c(c2)C(C)(C)C(=O)N3C)C1 (stereo not given)	/	-12%	1%
Cc1noc(C)c1C(=O)OCC(=O)Nc1cc(Cl)ccc1Oc1ccccc1	-4%	-21%	?
Cc1cccc(/C=C2/Sc3ccc(C(=O)NCCN4CCCC4)cc3NC2=O)c1	10%	?	-29%
CC(C)(C)NC(=O)NC(=O)CN1CCN(S(=O)(=O)c2ccc3c(c2)CCCC3)CC1	0%	-4%	4%
Cc1cc(C)c(-c2n[nH]c3c2C(c2ccccc2F)N(Cc2ccco2)C3=O)c(O)c1 (stereo not given)	9%	-12%	/
CC(=O)c1ccc(NC(=O)c2ccc(CNc3c(N4CCOCC4)c(=O)c3=O)cc2)cc1	-5%	1%	-10%
Cc1ccc(S(=O)(=O)NCCc2nnc3ccc(SCC(=O)Nc4nc(C)cs4)nn23)cc1	-3%	1%	10%
CC(=O)N1c2ccc(S(=O)(=O)N3CCC(C(=O)Nc4cccc(C(F)(F)F)c4)CC3)cc2CC1C (stereo not given)	4%	-4%	-10%
CC[C@H](C)[C@H](NC(=O)[C@H](Cc1ccc(O)cc1)NC(=O)[C@@H]1CCCN1C(=O)[C@@H](NC(=O)[C@@H](N)CCCCN)[C@@H](C)CC)C(=O)N[C@@H](CC(C)C)C(=O)O	11%	/	4%

Compounds as they come; 0.53% or so of the library scored in one or more.
